ERK EGF inh – qHTS Assay for Inhibitors of the ERK Signaling Pathway using a Homogeneous Screening Assay; Stimulation with EGF. HEK293-V1b, EGF-stimulated phospho-ERK AlphaScreen. Potency, µM (series often up to 11.5 µM), for inactives: at the top dose activity change, negative = inhibition, most hits filed as inhibitors. 0.41% of 130,000 active. AID 1454, 2008; active = well fitted inhibition curve with a large enough effect; inconclusive = small, poorly fitted or top-dose-only effect, or effect the other way;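 also: plate controls were stimulated vehicle wells for no effect and unstimulated vehicle basal for full effect; nearly all actives have a fitted effect of over 55% in size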
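In this qHTS, HEK293 cells with stable type-1 vasopressin (V1b) receptor were exposed to compound at 37C for 30 min, stimulated 5 min with EGF at 25 nM, lysed, and probed for phospho-ERK by AlphaScreen.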
Starred values were filed as active, the others as inactive; ? = inconclusive; & = joins results of further samples; [ ] = dose if it differs, or a comment. Potency is read from the fitted curve at half-maximal effect. The list is partial; the hit share may differ from the screen's.

SMILES	ERK EGF inh
O=C(CS(=O)(=O)Cc1ccccc1)Nc1ccc(Cl)cn1	4%
CC(C)OCCCNC(=O)Cc1ccc(Br)cc1	-7%
COc1ccc(CCNC(=O)CSc2nc3ccccc3c3nc(CCN4CCCCC4)nn23)cc1OC	-3%
Cc1ccc(S(=O)(=O)N2CCC(C(=O)NNC(=O)c3cccnc3)CC2)cc1	-3%
Cc1ccc(S(=O)(=O)N2CCN(CC(=O)N/N=C\c3ccc(Cl)c([N+](=O)[O-])c3)CC2)cc1	0%
Cc1ccccc1CCN(C(=O)Cn1nnc2ccccc21)C(C(=O)NCC1CCCO1)c1nc2ccccc2n1C (stereo not drawn)	-12%
CCCCC[C@H](O)/C=C\[C@H]1[C@H](C/C=C\CCCC(=O)O)[C@@H](O)C[C@H]1O (tested in a mixture with another compound)	2%[25.7 µM]
O=C(NNC(=O)c1ccc(NC(=O)c2ccccc2)cc1)Nc1ccccc1	-4%
COc1ccc2ccc3c(c2c1)N=CC1(O3)N(C)c2ccccc2C1(C)C (stereo not drawn)	?
Cc1sc2nc(CN(C(=O)NCc3ccccc3)C3CCCC3)[nH]c(=O)c2c1C	4%[57.5 µM]
O=c1ccn(CCc2c[nH]c3ccccc23)c2c1CCCC2	22%
Cc1sc(NC(=O)CSc2nnnn2C(C)C)c(C#N)c1C	-5%[57.5 µM]
COc1ccc2[nH]c(=O)c(CN(C(=O)c3cccnc3)c3cc(C)ccc3C)cc2c1	3%[57.5 µM]
COc1ccc2c(C)cc(C)nc2n1	6%[57.5 µM]
COC(=O)CCC(C)C1CCC2C3C(O)C[C@@H]4CC(O)CC[C@@]4(C)C3CC(O)[C@]12C (stereo partly drawn)	33%
O=S(=O)(Nc1ccc(N2CCOCC2)cc1)c1ccc(F)cc1F	-8%
O=C1NC[C@H](c2ccccc2)N1	-6%
CCC1CCCCN1C(=O)CCn1ccnc1 (stereo not drawn)	2%
COc1ccc(C)cc1S(=O)(=O)N(CC(=O)Nc1cc([N+](=O)[O-])ccc1C)c1ccc(C)c(C)c1	5%
O=C(c1ccco1)N1CCC[C@@]2(CCN(c3cccc(-c4ccccc4)c3)C2)C1	8%
O=C(/C=C/c1cccc([N+](=O)[O-])c1)NC(=S)Nc1ccccc1C(=O)O	3%
COc1ccc(Nc2cc(Cl)nc(N)n2)cc1OC	-9%
COc1ccc(/C=C/C(=O)Nc2cc(C)nn2-c2nc3ccccc3[nH]2)cc1	-4%
CC(=O)c1nn(-c2ccc(Br)cc2)cc1C(=O)c1ccccc1	8%
CC1=NNC(=O)C1CC(=O)N/N=C/c1ccncc1 (stereo not drawn)	-12%[57.5 µM]

The list goes on; it opens with the five that closed the last part.
SMILES	ERK EGF inh
O=C(/C=C/c1cccc([N+](=O)[O-])c1)NC(=S)Nc1ccccc1C(=O)O	3%
COc1ccc(Nc2cc(Cl)nc(N)n2)cc1OC	-9%
COc1ccc(/C=C/C(=O)Nc2cc(C)nn2-c2nc3ccccc3[nH]2)cc1	-4%
CC(=O)c1nn(-c2ccc(Br)cc2)cc1C(=O)c1ccccc1	8%
CC1=NNC(=O)C1CC(=O)N/N=C/c1ccncc1 (stereo not drawn)	-12%[57.5 µM]
CCOc1ccc(CCNC(=O)CCc2nc3ccccc3[nH]2)cc1OCC	-5%
CC1(C)C([N+](=O)[O-])C(c2ccc(O)cc2)NC(c2ccc(O)cc2)C1[N+](=O)[O-] (stereo not drawn)	-3%
O=C(Nc1ccccc1)Nc1ccccc1-n1ccnc1	-5%
COC(=O)/C=C1\OC(c2ccccc2)=CC1=O	2%
CNC(=S)/N=C/NOCc1ccc(Cl)cc1Cl	?
O=C(CC1SCCNC1=O)Nc1ccc(F)c(Cl)c1 (stereo not drawn)	1%
O=C(CCc1ccccc1)C(=O)N1CCCC(C(=O)c2cccc(Cl)c2)C1 (stereo not drawn)	3%
NC(=O)NC(=O)COC(=O)CN1C(=O)C2CCCCC2C1=O (stereo not drawn)	3%
CCOc1ncccc1C(=O)Nc1nc(C(C)(C)C)cs1	6%
COc1ccccc1NS(=O)(=O)c1ccc2oc(SCc3ccc(C#N)cc3)nc2c1	-7%
COc1cccc(C(=O)NC(=S)Nn2cnnc2)c1OC	4%
N#C/C(=C\c1ccco1)c1nc2ccccc2s1	-7%
O=C(N/N=C/c1c(O)n(Cc2ccccc2)c(=O)c2ccccc12)c1cccnc1	-1%
COc1ccc(C(C)=O)cc1CSC(=N)N	34%
O=C(CN1C(=O)NC2(CCCC2)C1=O)Nc1ccc(S(=O)(=O)N2CCOCC2)cc1	-5%
O=C(CCc1nnc(COc2ccccc2)o1)NC1(c2ccccc2)CC1	7%
Cc1ccc(OCCOCCNC(C)(C)C)c([N+](=O)[O-])c1	3%
C=CCn1c(N)cc(=O)nc1SC(C)C(=O)Nc1cccc2ccccc12 (stereo not drawn)	-8%
Cc1ccc(N(CCC(=O)O)S(=O)(=O)c2cccc(C(F)(F)F)c2)cc1	-1%
CCCCCC#CCC#CCC#CCC#CCCCC(=O)O	-8%[57.5 µM]
C/C(=N\Nc1cccc(Cl)c1)c1ccc(-n2ccnc2)cc1	2%
O=S(=O)(Nc1cc(S(=O)(=O)N2CCOCC2)ccc1N1CCCC1)c1cccs1	6%
Cc1nnc(SCC(=O)NC(=O)NCc2ccco2)s1	4%
O=C(COc1ncnc2scc(-c3ccccc3)c12)NC1CCCc2ccccc21 (stereo not drawn)	4%
O=C(COC(=O)c1ccc2c(c1)OCO2)Nc1nc(-c2ccccc2)cs1	7%

Other entries
SMILES	ERK EGF inh
Cc1nccn1CCCN1C(=O)CNC1=S	2%
CCC(CCC(C)C1CCC2C3CC=C4CC(O)CC[C@@]4(C)C3CC[C@@]12C)C(C)C (stereo partly drawn)	24%
CCCNC(=O)N1CCCC(C(=O)c2cccc(Cl)c2)C1 (stereo not drawn)	-6%
c1cnc2nc(CSc3ncn[nH]3)cn2c1	-7%
Cc1nnc(SCC(=O)NC2CCS(=O)(=O)C2)n1-c1ccccc1 (stereo not drawn)	-3%
CCOC(=O)N1CCc2c(sc(NC(=O)Cc3ccccc3)c2C(=O)c2ccc(OC)cc2)C1	-1%[57.5 µM]
COc1cc2c(cc1OC)C1(CCCC1)C(N)=C2C#N	-7%
CC12CCC(C[N+](C)(C)C1)C2(C)C (stereo not drawn)	2%
O=C(N/N=C/c1cccc([N+](=O)[O-])c1)c1ccc(Br)cc1	0%
Cc1cc(C(=O)NC2CCCC2)on1	8%
Cn1cccc1/C=C(/C#N)C(N)=S	2%
Nc1nc(SCC(=O)Nc2ccc(Cl)cn2)n[nH]1	-9%
CC(C)(C)c1cc(C(=O)N/N=C/c2ccccc2O)n(-c2ccccc2)n1	1%
COc1ccc(C(C)=O)cc1COc1cc(C)c(Cl)c(C)c1	4%[57.5 µM]
O=C(N/N=C/c1ccncc1)c1ccccc1OCc1ccc(Br)cc1	10%
Cn1c(=O)cc2c3c(c(N4CCCCC4)ccc31)C(=O)c1ccccc1-2	22µM*
CC(=O)N1CC2(CC2)CC1c1ccccc1 (stereo not drawn)	-6%
N#Cc1ccc(OCCOCCNC2CCCC2)cc1	22%
CCCCN1C(C)=CC(=C2C(=O)c3ccccc3C2=O)C=C1C	-4%
O=C(N/N=C/c1ccncc1)C12CC3CC(CC(C3)C1)C2	-5%
COc1ccc(S(=O)(=O)NCC2CCC(C(=O)N3CCC4(CC3)OCCO4)CC2)cc1 (stereo not drawn)	1%
CCCCN(C)C(=O)CC(NS(=O)(=O)c1ccc(NC(C)=O)cc1)C(C)C (stereo not drawn)	-5%
c1ccc(-c2cc(-c3ccc(N4CCOCC4)cc3)nc3ccccc23)cc1	?
COc1cc(/C=C/CN2CCN(CCC(C)C)C(CCO)C2)ccc1O (stereo not drawn)	-4%
Fc1ccc(NC(=S)NCc2ccccc2Cl)cc1	4%

(further entries)
SMILES	ERK EGF inh
COc1cccc(OC)c1C(=O)Nc1nc2ccc([N+](=O)[O-])cc2s1	7%[57.5 µM]
Cc1cccc(Cl)c1NC(=O)N1CCCN(c2nc3ccc(Cl)cc3s2)CC1	-9%[57.5 µM]
Cc1ccc(-n2cccc2/C=C2/C(=N)N3C(=NC2=O)SN=C3S(C)(=O)=O)cc1	-2%
N#CCCN(C(=O)COC(=O)COc1ccc(Cl)cc1)c1ccccc1	-28%
CCOC(=O)c1sc(=S)n(C)c1NC(=O)c1ccc(F)cc1	3%
CC(C)[C@H](NS(=O)(=O)/C=C/c1ccccc1)C(=O)OCC(=O)NC(N)=O	-22%[57.5 µM]
O=C(N/N=C/c1cccn1-c1cccc(C(=O)O)c1)Nc1ccccc1	9%
CCOc1cc(N2CCOCC2)c(OCC)cc1NC(=O)CN1C(=O)C2C3C=CC(C3)C2C1=O (stereo not drawn)	5%
CN1CCN(C(=O)c2ccc(CN(c3ccccc3)S(=O)(=O)c3ccccc3)cc2)CC1	-21%
COc1ccc(S(=O)(=O)n2nc(OC(=O)c3cccs3)cc2NC(=O)c2cccs2)cc1	-9%[57.5 µM]
COC(=S)Nc1cccc(C(F)(F)F)c1	-13%[57.5 µM]
O=C1C2CC(O)CN2C(=O)N1c1ccccc1 (stereo not drawn)	6%
COc1ccc(CCNC(=O)C2CCCN(c3ncccn3)C2)cc1 (stereo not drawn)	-2%
S=C(N/N=C/c1ccc2ncccc2c1)Nc1ccccc1	17%
Cc1cc(C)c(S(=O)(=O)N(C)CC(=O)NCc2ccncc2)c(C)c1	5%
S=C1NCN(C2CCCCC2)CN1CCc1ccccc1	-3%[57.5 µM]
N/C(=N\OC(=O)c1ccccc1Cl)c1ccncc1	-6%
Cc1ccc(NC(=S)N2CCCC(c3ccccc3)=N2)cc1	-8%[57.5 µM]
CC(C)CCn1nnnc1CN1CCN(c2ccccc2)CC1	5%
COc1ccc2nc(COC(=O)c3cccc([N+](=O)[O-])c3)c(C(C)=O)[n+]([O-])c2c1	-6%[57.5 µM]
O=C(/C=C/c1ccc(OCCCF)cc1)Nc1ccnc(-c2cccnc2)n1	-2%
Nc1nc(Cl)c(C=O)c(N2CCCCC2)n1	5%
CSC(=Nc1ccc(Cl)cc1)N[n+]1ccccc1	6%
Cc1ccc(NC(=O)CSc2nc3ccccc3c(=O)n2CCCC(=O)NCCCN2CCOCC2)cc1C	-10%
CCCn1c(-c2ccc(F)cc2)nc2c(NCCCCN(CC)CC)nc(C)nc21	4%

Part of the list above, comma-delimited:
Compound,ERK EGF inh
O=S(=O)(Nc1cc(S(=O)(=O)N2CCOCC2)ccc1N1CCCC1)c1cccs1,6%
CCOc1ncccc1C(=O)Nc1nc(C(C)(C)C)cs1,6%
COc1ccc2nc(COC(=O)c3cccc([N+](=O)[O-])c3)c(C(C)=O)[n+]([O-])c2c1,-6%[57.5 µM]
COc1ccc(S(=O)(=O)n2nc(OC(=O)c3cccs3)cc2NC(=O)c2cccs2)cc1,-9%[57.5 µM]
Cc1cccc(Cl)c1NC(=O)N1CCCN(c2nc3ccc(Cl)cc3s2)CC1,-9%[57.5 µM]
O=C(CC1SCCNC1=O)Nc1ccc(F)c(Cl)c1 (stereo not drawn),1%

Later entries:
SMILES	ERK EGF inh
CN1CCNC(=O)C1CC(=O)NCCC1=CCCCC1 (stereo not drawn)	2%
COc1ccc(NC(=O)CC23CC4CC(C2)CC(n2nnc(C)n2)(C4)C3)cc1	2%
CCN1C(=O)/C(=C/c2cccs2)S/C1=N\S(=O)(=O)c1ccc(C)cc1	-4%
O=C(N/N=C/c1ccccc1C(F)(F)F)c1ccc(O)cc1	9%
Cc1ccc(CC(=O)N2CCC(c3nc4c(nnn4Cc4ccccc4)c(=O)[nH]3)CC2)cc1	5%
c1ccc2c(c1)nc(N1CCCCC1)c1ccccc12	-13%[57.5 µM]
CC1CCc2cc(F)ccc2N1C(=O)C12CCC(C)(C(=O)O1)C2(C)C (stereo not drawn)	-9%
Cc1ccc(-n2ncc(Cl)c2C(=O)NC2CC2)cc1	-11%[57.5 µM]
CN1CCN(CCC(=O)N/N=C/c2cc([N+](=O)[O-])ccc2O)CC1	-1%
O=C(Nc1cccc(F)c1)N1CCCC2(CCN(C(=O)c3cnccn3)CC2)C1	-12%
CCC(C)(C)NC(=O)C(c1ccccc1)N(Cc1cccnc1)C(=O)c1csnn1 (stereo not drawn)	5%
CCCn1cc(S(=O)(=O)CC(=O)Nc2ccc(OC)cc2OC)c2ccccc21	13%
CCCCN(C)Cc1c(C)[nH]c2ccccc2c1=O	0%
CC1=Nc2cc(C(=O)O)ccc2Sc2ccc(Br)cc21	1%
CCOCCN1CCN(C(=O)CN2CCCC2=O)CC1	10%
O=C(NCc1ccc2c(c1)OCO2)c1ccc(S(=O)(=O)C(F)F)cc1	-10%
CC(CCc1ccccc1)NC(=O)Cc1ccccc1 (stereo not drawn)	-5%
CCOc1ccc(CNC(=S)N/N=C/c2ccncc2)cc1	-3%
CCC(C(=O)OCC(=O)Nc1ccc(SC(F)F)cc1)c1ccccc1 (stereo not drawn)	-3%
Cc1cc(C(=O)OCC(=O)NCc2ccccc2)c(C)o1	-6%
CN(NC(=O)c1ccccc1F)c1ncccc1[N+](=O)[O-]	0%[57.5 µM]
CCC1CCc2c(sc(NC(=O)C3c4ccccc4Oc4ccccc43)c2C(N)=O)C1 (stereo not drawn)	-5%
CN(Cc1ccccc1)C(=O)COc1ccccc1	5%
COc1cc(OC)cc(C(=O)N[C@H](C(=O)OCC(=O)Nc2ccc(C(N)=O)cc2)C(C)C)c1	-4%
NC(N)=NC(N)=Nc1ccccc1	-4%&13%&-8%
COC(=O)Cn1c(=O)c(C)nc2ccccc21	6%

An excerpt from above in order of molar mass, low to high:
SMILES	ERK EGF inh
CCOCCN1CCN(C(=O)CN2CCCC2=O)CC1	10%
O=C(Nc1cccc(F)c1)N1CCCC2(CCN(C(=O)c3cnccn3)CC2)C1	-12%
CCC1CCc2c(sc(NC(=O)C3c4ccccc4Oc4ccccc43)c2C(N)=O)C1 (stereo not drawn)	-5%
COc1cc(OC)cc(C(=O)N[C@H](C(=O)OCC(=O)Nc2ccc(C(N)=O)cc2)C(C)C)c1	-4%
